Screening data: PubChem BioAssay, Broad Institute
SIRT5 block – inhibitors of human sirtuin-5 desuccinylase | Purified SirT5, succinyl-peptide AMC, trypsin-coupled fluorescence | inhibition, % at 15 µM | 330,000 tested, 1.1% active | AID 652115; in the data active = inhibition above about 15%
Target sequence (Q9NXA8 whole entry, looked up): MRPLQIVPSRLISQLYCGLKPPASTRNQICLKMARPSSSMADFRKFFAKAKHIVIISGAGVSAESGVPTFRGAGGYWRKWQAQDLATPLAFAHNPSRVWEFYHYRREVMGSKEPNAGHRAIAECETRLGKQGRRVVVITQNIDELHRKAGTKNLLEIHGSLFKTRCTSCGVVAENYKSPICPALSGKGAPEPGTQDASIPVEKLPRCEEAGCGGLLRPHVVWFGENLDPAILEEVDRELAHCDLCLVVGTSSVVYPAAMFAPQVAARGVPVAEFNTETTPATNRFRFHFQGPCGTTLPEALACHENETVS
ERAP1 inh – inhibitors of human ERAP1 aminopeptidase | Q9NZ08 | 340,000 tested, 0.15% active | recombinant ERAP1, Leu-AMC fluorescence, 60 min | inhibition, % at 10.7 µM;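 active = mean replicate inhibition of at least 30%, or all replicates individually reaching that 30% level; inactive = mean below 30% and not every replicate reaching it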;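 note: 0% = neutral control wells and 100% = L-leucinethiol positive control wells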
Cneo AK release – Cryptococcus neoformans lysis via adenylate kinase release; 360,000 tested, 0.2% active; lysis activity, % at 15 µM; C. neoformans lysis, adenylate kinase release luminescence, 4 h; normalised: neutral wells 0, clomiphene wells 100; AID 651654;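 active = mean lysis activity across replicates of at least 80%, whatever share of replicates individually reach that level; inactive = mean lysis activity below 80%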
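Test system: log-phase Cryptococcus neoformans yeast cells; Quantity: yeast cell density of 5 × 10^6 cells/mL; Buffer or medium: YPD; Doses: single compound concentration per well; Timing: 4 h at 37 °C static, read 1 h later; Measured by: AK luminescence; Read-out basis: lysis from increased AK signal; Control set: Clomiphene as positive control.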
LGR2 antag – blocks bursicon-induced cAMP signaling via Drosophila LGR2 | HEK293 LGR2, CRE-luciferase, bursicon-stimulated, 4 h | inhibition, % at 9.99 µM | 380,000 tested, 0.35% active | AID 720647;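 active = drop in luminescence signal, shown as inhibition above about 50% in the replicate tests, limit read from the data, passing the limit was not always enough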;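 note: agonist challenge used bursicon conditioned medium at about half maximal strength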
S100A4 inh HTS – S100A4-myosin IIA interaction inhibition. P26447. S100A4/TAMRA-MyoIIA peptide fluorescence polarization. inhibition, % at 10.7 µM. 360,000 tested, 0.14% active. AID 652163;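 active = mean inhibition of at least 70% across replicates, with every replicate also reaching that level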
Target sequence (P26447 whole entry, looked up): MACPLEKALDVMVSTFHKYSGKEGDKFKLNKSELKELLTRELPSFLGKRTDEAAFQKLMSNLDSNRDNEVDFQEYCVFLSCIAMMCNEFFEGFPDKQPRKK
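Test system: S100A4 monomer protein; Medium: HEPES pH 7.2 with CaCl2, KCl, NaCl, DTT, Triton; Probe or stimulus: TAMRA-labelled myosin IIA heavy-chain peptide probe, 5 nM; Doses: one dose per compound; Times: polarization read 5 min after assay mix addition, stable 5–60 min; Benchmarks: neutral control DMSO, positive control TFP.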
XiGFP reactiv – X-chromosome reactivation activator; XiGFP mouse fibroblasts, % GFP-positive cells imaging, 3 d; cells co-treated with 5-aza-dC sensitizer; scaled so ellipticine positive control = 100%; activation, % at 7.58 µM; 360,000 tested, 0.055% active;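 active = mean normalized replicate activation at least 10% and every replicate at or above 10%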;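 note: 0% = median of on-plate neutral control wells and 100% = ellipticine 6 µM median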
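System: SV40-immortalized XiGFP fibroblast cells, line 68-5-11 / Incubation: 3-day compound exposure, then 15 min fixation at room temperature / Compound: single concentration per compound, delivered by pin transfer / Buffer or medium: DMEM plus 5-aza-dC sensitizer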
PGC1a acetyl inh – PGC1a acetylation modulation, inhibitor mode; U2OS PGC1a acetylation, AlphaScreen anti-acetyl-lysine; with virally co-expressed GCN5 acetyltransferase; inhibition, % at 15.6 µM; 350,000 tested, 0.17% active;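 active = every replicate shows inhibition of at least 40%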;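 note: 0% = neutral control wells and 100% = positive control wells; some results beyond the cut were filed as inactive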
C2C12 statin – protects C2C12 myotubes from simvastatin toxicity. ATP luminescence, 48 h; scaled: DMSO 0, geranylgeraniol control 100. rescue of ATP level, % at 7.49 µM. 330,000 tested, 0.78% active;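 active = mean ATP rescue above about 67%, or every replicate alone reaching that limit, limit read from the data, passing the limit was not always enough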;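 note: myotubes were challenged with 10 µM simvastatin during compound exposure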
Active calls of the source: *; & = joins results of further samples.

Screening COc1ccc(NC(=O)N(C)C[C@H]2Oc3ccc(NS(C)(=O)=O)cc3CC(=O)N([C@@H](C)CO)C[C@H]2C)cc1 returned SIRT5 block 6, ERAP1 inh -1, Cneo AK release 4, LGR2 antag 18, S100A4 inh HTS -9, XiGFP reactiv 0.0, PGC1a acetyl inh 11 and C2C12 statin -26.
CCCCNC(=S)N1CCN(c2ccccc2Cl)CC1 was read as SIRT5 block -5, ERAP1 inh 0, LGR2 antag 15, S100A4 inh HTS -1 and XiGFP reactiv -0.2.
CO[C@H]1CN(C)C(=O)c2cc(NS(=O)(=O)c3ccc(Oc4ccccc4)cc3)ccc2OC[C@@H](C)NC[C@H]1C was read as SIRT5 block 4, ERAP1 inh -2, Cneo AK release 0, LGR2 antag -7, S100A4 inh HTS 3, XiGFP reactiv -0.1, PGC1a acetyl inh -9 and C2C12 statin -6.
`Cc1ccc(S(=O)(=O)N(C)C[C@@H]2OCCCC[C@@H](C)Oc3ccc(NS(=O)(=O)c4ccccc4)cc3C(=O)N([C@H](C)CO)C[C@H]2C)cc1` gave SIRT5 block 22*, ERAP1 inh 3, Cneo AK release 1, LGR2 antag 8, S100A4 inh HTS -15, XiGFP reactiv -0.1, PGC1a acetyl inh -8 and C2C12 statin 8.
For COc1ccc(NC(=O)CSc2nnc(CC(=O)Nc3ccc(F)cc3)n2C)cc1 the results were SIRT5 block -1, ERAP1 inh 2, LGR2 antag 14, S100A4 inh HTS -2, XiGFP reactiv 0.1, PGC1a acetyl inh -8 and C2C12 statin 6.
Screening CC(C)(C)NC(=O)CSc1nnc(-c2ccncc2)o1 returned SIRT5 block 1, ERAP1 inh 2, LGR2 antag -12, S100A4 inh HTS 1 and XiGFP reactiv 0.0.
For O=C(C[C@H]1C[C@@H]2c3cc(NC(=O)CC4CC4)ccc3O[C@@H]2[C@@H](CO)O1)NCc1ccc(Cl)cc1 the results were SIRT5 block 4, ERAP1 inh 3, Cneo AK release 45, LGR2 antag -1, S100A4 inh HTS 5, XiGFP reactiv -0.1, PGC1a acetyl inh -8 and C2C12 statin 2.
`CCOC(=O)c1c(C)nc2c(c1C)c(=O)oc1ccccc12` gave Cneo AK release 2, LGR2 antag -8, PGC1a acetyl inh 50 and C2C12 statin -27.
`C[C@@H]1CN([C@H](C)CO)S(=O)(=O)c2ccc(-c3cncnc3)cc2O[C@@H]1CN(C)Cc1cccnc1` gave SIRT5 block -4, ERAP1 inh -1, Cneo AK release -3, LGR2 antag 6, S100A4 inh HTS 7, XiGFP reactiv 0.9, PGC1a acetyl inh 12 and C2C12 statin -26.
Screening O=C(CN1CCS(=O)(=O)CC1)N/N=C/c1cccc(C(F)(F)F)c1 returned SIRT5 block 4, ERAP1 inh 0, Cneo AK release -2, LGR2 antag 5, S100A4 inh HTS 4, XiGFP reactiv 0.0 and C2C12 statin -2.
For CCCC/C(O)=C1\C(=O)CCCC1=NCCc1c(C)[nH]c2ccc(OC)cc12 the results were SIRT5 block 2, ERAP1 inh 1, Cneo AK release 3, LGR2 antag -1, S100A4 inh HTS 0, XiGFP reactiv 0.2, PGC1a acetyl inh -4 and C2C12 statin 21.
CO[C@@H]1CN(C)C(=O)c2cc(NS(=O)(=O)c3cccc(C)c3)ccc2OC[C@H](C)NC[C@@H]1C was read as SIRT5 block 8, ERAP1 inh 5, Cneo AK release 0, LGR2 antag 9, S100A4 inh HTS 6, XiGFP reactiv 0.0, PGC1a acetyl inh -7 and C2C12 statin 4.
Screening CCN1[C@H](C(=O)NCc2cccc(OC)c2)[C@@H](CO)[C@@H]2Cn3c(ccc(C4=CCCCC4)c3=O)[C@@H]21 returned SIRT5 block -10, ERAP1 inh 2, Cneo AK release 0, LGR2 antag 2, S100A4 inh HTS 0, XiGFP reactiv 0.3 and C2C12 statin 39.
For O=C(N[C@H](Cc1ccccc1)C(=O)NCc1ccccn1)[C@H]1O[C@@H](n2ccc(=O)[nH]c2=O)[C@H](O)[C@@H]1O the results were SIRT5 block 9, ERAP1 inh 1, LGR2 antag -26, S100A4 inh HTS -17 and XiGFP reactiv 0.1.
For CO[C@@H]1CN(C)C(=O)c2ccc(NC(=O)c3ccc(F)cc3)cc2OC[C@H](C)NC[C@@H]1C the results were SIRT5 block -5, ERAP1 inh -1, Cneo AK release -2, LGR2 antag -3, S100A4 inh HTS 6, XiGFP reactiv -0.1, PGC1a acetyl inh 5 and C2C12 statin -4.
For CCCNC(=O)N1[C@@H](C#N)[C@H](c2ccc(C3=CCCCC3)cc2)[C@@H]1CO the results were SIRT5 block 4, ERAP1 inh 3, Cneo AK release -4, LGR2 antag -5, S100A4 inh HTS -6, XiGFP reactiv 0.0, PGC1a acetyl inh -40 and C2C12 statin 19.
CCN1CCN(c2ccc(S(=O)(=O)N3CCCCC3)cc2NC(=O)c2ccc([N+](=O)[O-])o2)CC1 was read as SIRT5 block 3, ERAP1 inh -3, Cneo AK release 0, LGR2 antag 0, S100A4 inh HTS 3, XiGFP reactiv -0.1 and C2C12 statin 23.
COC(=O)c1ccc(CSc2nc3ccccc3c(=O)n2N)cc1 was read as SIRT5 block -4, ERAP1 inh -2, Cneo AK release 0, LGR2 antag -14, S100A4 inh HTS -8, XiGFP reactiv 0.0 and C2C12 statin -13.
Screening O=C(NC1CCCCCCC1)c1cc(-c2ccccn2)nc2ccccc12 returned SIRT5 block 0, ERAP1 inh 9, S100A4 inh HTS -3, XiGFP reactiv 0.1 and PGC1a acetyl inh 1.
O=C(C[C@@H]1C[C@@H]2c3cc(NS(=O)(=O)c4ccccc4)ccc3O[C@@H]2[C@@H](CO)O1)N1CCCCC1 was read as SIRT5 block 5, ERAP1 inh -2, Cneo AK release -57, LGR2 antag 5, S100A4 inh HTS 6, XiGFP reactiv 0.0, PGC1a acetyl inh 9 and C2C12 statin 1.

Structural class: the entries above with a Cl atom
CCCCNC(=S)N1CCN(c2ccccc2Cl)CC1 was read as SIRT5 block -5, ERAP1 inh 0, LGR2 antag 15, S100A4 inh HTS -1 and XiGFP reactiv -0.2.
For O=C(C[C@H]1C[C@@H]2c3cc(NC(=O)CC4CC4)ccc3O[C@@H]2[C@@H](CO)O1)NCc1ccc(Cl)cc1 the results were SIRT5 block 4, ERAP1 inh 3, Cneo AK release 45, LGR2 antag -1, S100A4 inh HTS 5, XiGFP reactiv -0.1, PGC1a acetyl inh -8 and C2C12 statin 2.

Following part
C[C@H](CO)N1C[C@H](C)[C@H](CN(C)Cc2ccc(Cl)c(Cl)c2)Oc2c(NS(=O)(=O)c3cccs3)cccc2C1=O was read as SIRT5 block 4, ERAP1 inh 4, Cneo AK release -3, S100A4 inh HTS -31, XiGFP reactiv 0.1, PGC1a acetyl inh 5 and C2C12 statin -28.
For O=C(/C=C/c1ccc([N+](=O)[O-])cc1)c1cccnc1 the results were SIRT5 block -6, ERAP1 inh 2, Cneo AK release -1, LGR2 antag -3, S100A4 inh HTS -4, XiGFP reactiv 0.4 and PGC1a acetyl inh -3.
For CC(C)(C)OC(=O)N1CCC2CCN(CCc3ccccc3)CC21 (configuration not stated) the results were SIRT5 block -5, ERAP1 inh 2, LGR2 antag -23, S100A4 inh HTS -12 and XiGFP reactiv 0.4.
CCc1sc(N2[C@H](C#N)[C@H](c3ccccc3-c3cccc(F)c3)[C@H]2CO)nc1C was read as SIRT5 block 1, ERAP1 inh -6, LGR2 antag 0, S100A4 inh HTS -4 and XiGFP reactiv 0.0.
`COc1cccc(CNC(=O)c2ccc(C)c(S(=O)(=O)N3CCCCC3)c2)c1` gave SIRT5 block 0, ERAP1 inh 2, Cneo AK release -2, LGR2 antag 5, S100A4 inh HTS 0, XiGFP reactiv 0.0 and C2C12 statin 65.
For CC1CCN(S(=O)(=O)c2ccc3c(c2)N(CC(=O)NCCCN2CCCC(C)C2)C(=O)CO3)CC1 (configuration not stated) the results were SIRT5 block -2, ERAP1 inh 1, Cneo AK release 2, LGR2 antag 0, S100A4 inh HTS 0, XiGFP reactiv 0.0, PGC1a acetyl inh -5 and C2C12 statin 7.
`CC(=O)Nc1cccc(NC(=O)CCNC(=O)c2ccccc2)c1` gave SIRT5 block -7, ERAP1 inh -3, Cneo AK release -1, LGR2 antag 17, S100A4 inh HTS 33, XiGFP reactiv 0.1 and C2C12 statin -10.
For CCCN1C[C@@H](C)[C@@H](OC)CN(C)C(=O)c2cc(NC(=O)c3ccccc3)ccc2OC[C@@H]1C the results were SIRT5 block 1, ERAP1 inh -3, Cneo AK release 28, LGR2 antag -19, S100A4 inh HTS 11, XiGFP reactiv 0.0, PGC1a acetyl inh 1 and C2C12 statin -8.
`C[C@@H]1CN([C@@H](C)CO)C(=O)CCCn2cc(nn2)CO[C@@H]1CN(C)Cc1ccc2c(c1)OCO2` gave SIRT5 block 2, ERAP1 inh 0, Cneo AK release 114*, LGR2 antag 17, S100A4 inh HTS 0, XiGFP reactiv 0.1, PGC1a acetyl inh -2 and C2C12 statin -8.
Screening Cc1nnsc1C(=O)Nc1ccc(S(=O)(=O)N2CCCC(C)C2)cc1 (configuration not stated) returned SIRT5 block -1, ERAP1 inh 4, Cneo AK release 3, LGR2 antag -5, S100A4 inh HTS -10, XiGFP reactiv 0.0, PGC1a acetyl inh -4 and C2C12 statin -15.
CC1(c2ccccc2)NC(=O)N(CC(=O)Nc2cc(C(F)(F)F)ccc2N2CCCCC2)C1=O (configuration not stated) was read as SIRT5 block -2, ERAP1 inh -5, Cneo AK release -2, LGR2 antag 7, S100A4 inh HTS -2, XiGFP reactiv 0.0, PGC1a acetyl inh -20 and C2C12 statin -50.
Screening Cc1csc(C(C)N(C)C(=O)c2ccc(OC3CCN(Cc4ccccn4)CC3)cc2)n1 (configuration not stated) returned SIRT5 block -3, ERAP1 inh 0, Cneo AK release 0, LGR2 antag 13, S100A4 inh HTS 10, XiGFP reactiv 0.1 and C2C12 statin -4.
For Cc1cc(N2CCN(c3ccc(C(F)(F)F)cc3[N+](=O)[O-])CC2)c2ccccc2n1 the results were SIRT5 block -1, ERAP1 inh 4, Cneo AK release 13, LGR2 antag 33, S100A4 inh HTS 2, XiGFP reactiv -0.1, PGC1a acetyl inh -45 and C2C12 statin -10.
For O=C(CSCc1ccccc1)NCCc1ccc(F)cc1 the results were SIRT5 block -2, ERAP1 inh -2, Cneo AK release -2, LGR2 antag -12, S100A4 inh HTS 4, XiGFP reactiv 0.0, PGC1a acetyl inh -11 and C2C12 statin 1.
Screening C[C@H](CO)N1C[C@H](C)[C@H](CN(C)S(=O)(=O)c2cccc(F)c2)Oc2ncc(C#CCN(C)C)cc2C1=O returned SIRT5 block 2, ERAP1 inh 3, Cneo AK release -4, LGR2 antag -12, S100A4 inh HTS -9, XiGFP reactiv -0.8, PGC1a acetyl inh 2 and C2C12 statin -9.
`COc1ccccc1NC(=O)N(C)C[C@H]1OCc2cnnn2CCCC(=O)N([C@H](C)CO)C[C@H]1C` gave SIRT5 block -2&-1, ERAP1 inh -10&-1, Cneo AK release 43, LGR2 antag 0, S100A4 inh HTS -4&3, XiGFP reactiv -0.1&-0.2, PGC1a acetyl inh -9&-5 and C2C12 statin 5&10.
For O=C(Nc1ccc2c(c1)[C@@H]1C[C@@H](CC(=O)N3CCCCC3)O[C@@H](CO)[C@@H]1O2)C1CCOCC1 the results were SIRT5 block 0, ERAP1 inh 1, Cneo AK release -1, LGR2 antag 2, S100A4 inh HTS 0, XiGFP reactiv 0.0, PGC1a acetyl inh -8 and C2C12 statin -3.

A portion of the library (hit frequency here may not be typical).
